HIV peptide binding – cell-free HIV fusion peptide-binding blockers – biochemical, uHTS, fluorescence dequenching, primary screen (AID 1986) | cell-free peptide binding, fluorescence dequenching, 30 min; higher % means a stronger effect | one-dose inhibition, % at 20 µM; IC50 in µM for titrated hits | 0.3% of 290,000 active; in the data active means inhibition mostly above about 52%, no sharp cut-off; inactive means mostly below about 76%; further: some results filed as inactive read as strong as hits
Myeloid diff 2 – promotes myeloid progenitor differentiation | ER-HoxA9 myeloid progenitors, lysozyme-GFP differentiation, flow cytometry | 1% of 360,000 active | calls only at 10 µM;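 active means normalized GFP-positive differentiation at or above the plate's own cutoff, the solvent-only control mean plus 3 SD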;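 further: cells exposed to compound for four days before flow analysis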
Salmonella PhoP GFP – PhoP-dependent GFP reporter repression – Salmonella Typhimurium, primary screen (AID 1863) | S. Typhimurium PhoP-regulated promoter GFP reporter, 4 h; higher % means a stronger effect | inhibition, % at 50 µM, or IC50 in µM where a hit was titrated | 0.16% of 300,000 active;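 active means inhibition over 29.93%, a cutoff 3 SD above the screen mean, later confirmed by dose response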;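 further: 0% = low Mg2+ inducing control and 100% = high Mg2+ repressing control; strong numbers were not always called active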
NOD2 inhibition – inhibition of NOD2-driven NF-kB reporter – cell-based, luminescence, uHTS, HEK293 (AID 1566); HEK293 NOD2/NF-kB luciferase reporter, luminescence; higher % means a stronger effect; inhibition, % at 4 µM, or EC50 in µM where a hit was titrated; 0.63% of 290,000 active; further: many of its hits are not listed in these tables
KOR beta-arrestin-1 – KOR antagonists, beta-arrestin recruitment, cell-based, luminescence, uHTS (AID 1778) | one-dose inhibition, % at 10 µM; IC50 in µM for titrated hits | KOR beta-arrestin recruitment, luminescence, antagonist mode; higher % means a stronger effect | 0.091% of 290,000 active; further: strong numbers were not always called active
SIAH1 antagonists – Siah-1 peptide-binding antagonists, primary screen, biochemical, fluorescence polarization, rhodamine-plectin, uHTS (AID 1817). displacement, % at 20 µM, or IC50 in µM where a hit was titrated. 0.02% of 290,000 active. Siah-1 / rhodamine-plectin peptide fluorescence polarization; higher % means a stronger effect;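 active means displacement of at least 50% at 20 µM, with a fluorescence ratio check between 0.3 and a set limit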;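 further: plate controls were Siah plus tracer with DMSO for no effect and tracer alone without Siah for full effect; strong numbers were not always called active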
NOD1 NF-kB reporter – inhibition of NOD1-driven NF-kB reporter – cell-based, luminescence, uHTS, primary screen (AID 1578). NOD1-driven NF-kB luciferase reporter cells, luminescence; higher % means a stronger effect. one-dose inhibition, % at 4 µM; EC50 in µM for titrated hits. 1% of 290,000 active; in the data active means inhibition mostly above about 36%, no sharp cut-off; inactive means mostly below about 34%;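 further: HEK-293T reporter cells stimulated with the NOD1 agonist gamma-tri-DAP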
LYP phosphatase – PTPN22 lymphoid phosphatase activity blockers – biochemical, fluorescence intensity, uHTS (AID 1779); recombinant LYP phosphatase, fluorescence intensity; higher % means a stronger effect; one-dose inhibition, % at 11.5 µM; IC50 in µM for titrated hits; 0.054% of 290,000 active;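 further: plate controls were vehicle with enzyme for no effect and no enzyme for full effect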
KOR beta-arrestin-2 – kappa opioid receptor activators – cell-based, luminescence, uHTS, primary screen (AID 1777); 0.02% of 280,000 active; KOR beta-arrestin recruitment, luminescence; higher % means a stronger effect; one-dose activation, % at 10 µM; EC50 in µM for titrated hits; in the data active means activation above about 50%, passing the limit was not always enough; further: a part of the inactive calls stands beside numbers as strong as those of hits
Myeloid diff 2 GFP+ MAC1+ % – also measured in Myeloid diff 2; calls as there; GFP+ MAC1+ double positive, %; measured here: differentiation confirmed by MAC1 staining
Active calls of the source: *; i = inactive; . = no result given; [ ] = remark or other dose. Unless noted, no stated cut-off is given here; in the data, active means inhibition above about 50%; inactive means the rest. This is a subset; count on the stated rates, not on these rows.

mol	Salmonella PhoP GFP	LYP phosphatase	NOD2 inhibition	KOR beta-arrestin-2	Myeloid diff 2 GFP+ MAC1+ %	KOR beta-arrestin-1	HIV peptide binding	NOD1 NF-kB reporter	Myeloid diff 2	SIAH1 antagonists
COc1cccc(-c2cc(C(=O)Nc3ccccc3SC)no2)c1	-15.8%	-7.0%	-11.1%	-0.4%	1.0	-8.2%	-1.6%	-104.7%	i	-0.3%
COC(=O)/C(=N/Nc1ccccc1Cl)Sc1nnc(C(O)c2ccccc2)n1-c1ccccc1 (stereo not given)	2.4%	-5.9%	2.2%	4.8%	0.7	-5.1%	-1.4%	-18.2%	i	-3.1%
COc1ccccc1N1CCN(S(=O)(=O)CCNC(=O)C23CC4CC(CC(C4)C2)C3)CC1	4.1%	-6.1%	47.0%	-5.8%	2.2	-0.9%	-1.2%	-15.9%	i	4.0%
CC1=CC=CN2C1=NC(=O)CC2(C)C(=O)N(CC(=O)NC1CCCC1)c1ccccc1C (stereo not given)	-2.0%	-16.2%	12.4%	-13.2%	0.1	6.5%	0.1%	-17.6%	i	4.8%
COc1ccc(-n2ccc(=O)c(C(=O)O)n2)c(OC)c1	0.9%	-2.9%	-9.2%	-2.4%	0.8	-12.5%	-0.6%	-8.5%	i	-2.1%
CSc1ccc(/C=C(\C(=O)O)c2ccc(S(=O)(=O)N3CCCCC3)s2)cc1	10.0%	0.8%	12.2%	-2.1%	0.5	14.6%	35.2%	-29.2%	i	15.7%
Cc1ccc(C(c2sc3nc(C)nn3c2O)N2CCN(c3ccccc3)CC2)cc1 (stereo not given)	-11.0%	-2.2%	-4.0%	-4.5%	1.2	25.9%	3.0%	-13.3%	i	0.8%
COc1ccc(N2C(=O)CC(NCc3cccc(F)c3)C2=O)cc1 (stereo not given)	.	-5.4%	15.5%	4.2%	0.2	15.0%	1.1%	-19.0%	i	9.5%
CN(C)C(=O)C(OC(=O)c1ccc2ccccc2n1)c1ccccc1 (stereo not given)	7.0%	-7.8%	-9.4%	-1.7%	0.9	-16.8%	0.2%	-15.7%	i	1.8%
COc1ccc(C(=O)NCC(=O)n2nc(C)cc2C)cc1OC	6.7%	-8.0%	-6.2%	-0.8%	1.0	-33.6%	0.5%	-27.6%	i	1.2%
Cc1ccc(NC(=O)CN(C)C2CCCCC2)cc1Cl	10.8%	-6.7%	1.5%	6.9%	0.7	-19.4%	0.3%	62.3%	i	5.7%
CC(C)C[C@H](NC(=O)OC(C)(C)C)c1nnc(SCC(=O)Nc2ccc(Br)cc2)o1	-6.8%	3.1%	4.6%	2.3%	1.6	-15.9%	1.3%	-31.3%	i	7.3%
O=C(Nc1cc([N+](=O)[O-])ccc1F)c1ccc2ccccc2c1	3.8%	-10.1%	3.3%	-4.1%	0.2	5.2%	0.6%	-32.3%	i	3.5%
CCOc1ccc(NC(=O)C2CCCN(C(=O)Nc3ccccc3)C2)cc1 (stereo not given)	-4.7%	-6.4%	10.3%	0.1%	0.3	-25.2%	0.6%	21.2%	i	-5.3%
COc1ccccc1CNC(=O)c1ccc(OC(F)F)c(OC)c1	-1.9%	-0.8%	7.1%	-2.0%	0.6	-9.5%	0.5%	-33.3%	i	1.5%
COc1ccccc1CNC(=S)NC1CCCCC1	-1.5%	-1.3%	-3.5%	-5.2%	0.8	4.6%	0.3%	-27.2%	i	-1.8%
COc1ccccc1N1C(=NC(=O)C2CCCCC2)SC2CS(=O)(=O)CC21 (stereo not given)	-2.5%	-5.8%	5.2%	0.9%	0.4	3.5%	1.1%	-5.8%	i	1.4%
Cc1ccc(C(=O)N/C(=C\c2ccc(C)o2)C(=O)O)cc1	-7.8%	-3.3%	13.9%	4.8%	0.3	3.1%	7.2%	3.3%	i	-8.3%
CC(C)C(OC(=O)Cn1nnc2ccccc21)C(=O)NC1CCCC1 (stereo not given)	-3.5%	-2.4%	8.1%	-0.7%	0.6	4.6%	1.9%	9.8%	i	-0.4%
O=C1CC(NNC(=O)c2ccccc2)C(=O)N1 (stereo not given)	0.9%	-11.3%	8.4%	0.9%	1.5	-10.3%	-0.3%	-32.2%	i	-3.4%
CCCCOCC1CN(c2ccccc2)C(=O)CS1 (stereo not given)	-0.3%	-6.1%	-2.9%	-2.3%	0.4	30.9%	3.3%	-32.8%	i	5.1%
CN1CCN(/C=C(\C#N)S(=O)(=O)c2ccc(Cl)cc2)CC1	6.8%	-8.0%	23.0%	3.2%	0.0	-1.6%	3.8%	2.3%	i	-3.0%
COc1cccc(C(=O)Nc2ccc(-c3nc4ccccc4o3)c(O)c2)c1	-0.4%	-19.3%	1.4%	-5.8%	4.5	10.2%	2.5%	-16.5%	i	0.3%
COc1ccc(Cl)cc1N(CC(=O)NC(C)(C)C)S(=O)(=O)c1ccc(C)c([N+](=O)[O-])c1	16.4%	1.9%	-98.0%	2.5%	0.8	9.4%	1.3%	-16.3%	i	3.0%
Cc1ccc(Cn2ccc(-c3cnc(-c4ccccc4)s3)n2)cc1	-2.9%	-0.8%	-12.7%	-5.5%	1.3	0.9%	1.7%	-20.0%	i	2.7%

Part of the list above with just NOD1 NF-kB reporter:
SMILES	NOD1 NF-kB reporter
Cc1ccc(NC(=O)CN(C)C2CCCCC2)cc1Cl	62.3%
COc1ccc(C(=O)NCC(=O)n2nc(C)cc2C)cc1OC	-27.6%
COc1cccc(C(=O)Nc2ccc(-c3nc4ccccc4o3)c(O)c2)c1	-16.5%
CN(C)C(=O)C(OC(=O)c1ccc2ccccc2n1)c1ccccc1 (stereo not given)	-15.7%
O=C(Nc1cc([N+](=O)[O-])ccc1F)c1ccc2ccccc2c1	-32.3%

Part of the list above in order of length of the SMILES, highest first:
mol	Salmonella PhoP GFP	LYP phosphatase	NOD2 inhibition	KOR beta-arrestin-2	Myeloid diff 2 GFP+ MAC1+ %	KOR beta-arrestin-1	HIV peptide binding	NOD1 NF-kB reporter	Myeloid diff 2	SIAH1 antagonists
COc1ccccc1N1CCN(S(=O)(=O)CCNC(=O)C23CC4CC(CC(C4)C2)C3)CC1	4.1%	-6.1%	47.0%	-5.8%	2.2	-0.9%	-1.2%	-15.9%	i	4.0%
CCOc1ccc(NC(=O)C2CCCN(C(=O)Nc3ccccc3)C2)cc1 (stereo not given)	-4.7%	-6.4%	10.3%	0.1%	0.3	-25.2%	0.6%	21.2%	i	-5.3%
COc1ccc(-n2ccc(=O)c(C(=O)O)n2)c(OC)c1	0.9%	-2.9%	-9.2%	-2.4%	0.8	-12.5%	-0.6%	-8.5%	i	-2.1%

Additional results follow:
mol	Salmonella PhoP GFP	LYP phosphatase	NOD2 inhibition	KOR beta-arrestin-2	Myeloid diff 2 GFP+ MAC1+ %	KOR beta-arrestin-1	HIV peptide binding	NOD1 NF-kB reporter	Myeloid diff 2	SIAH1 antagonists
Cc1ccccc1C(=O)N1CCC(C(=O)Nc2ccc3c(c2)OCCO3)CC1	-6.2%	-6.1%	8.9%	2.8%	0.9	-23.3%	1.4%	-3.3%	i	-3.0%
O=C(COC(=O)c1cc2ccccc2cc1O)Nc1cccnc1Cl	-18.3%	-2.9%	8.7%	0.8%	0.2	-19.9%	2.3%	-43.1%	i	0.4%
O=C(NNC(=S)Nc1ccccc1)c1cccc(S(=O)(=O)N2CCOCC2)c1	5.5%	-3.4%	-36.7%	-3.6%	1.0	-11.4%[20 µM]	-2.7%	-26.2%	i	-0.7%
CC1CN(C2CC(C)(C)NC(C)(C)C2)CCC1=O (stereo not given)	-17.7%	-8.8%	5.1%	-3.4%	0.7	3.7%	2.8%	-4.1%	i	1.8%
COCC(C)(C)COS(N)(=O)=O	0.4%	-11.8%	18.5%	-4.7%	2.0	-19.7%[20 µM]	-0.6%	-24.8%	i	4.3%
Cc1ccc(C)c(NC(=S)N2CCN(c3cccc(C(F)(F)F)c3)CC2)c1	0.0%	-3.0%	12.2%	-1.5%	0.8	-11.9%	-0.9%	11.3%	i	2.6%
NS(=O)(=O)c1cccn1-c1ncc(C(F)(F)F)cc1Cl	0.2%	-3.0%	7.3%	-1.0%	0.7	-14.3%	0.7%	17.7%	i	-5.2%
COC(=O)c1ccc(CN2CCN(CCC(C)C)C(CCO)C2)cc1 (stereo not given)	9.5%	-10.5%	-3.9%	.	0.3	7.9%[20 µM]	0.5%	-11.5%	i	1.2%
O=C(COC(=O)C1CCC1)Nc1ccccc1Sc1ccccc1	-9.2%	-5.4%	12.6%	-5.7%	1.4	18.2%	1.9%	-23.2%	i	5.9%
CCN(CC)S(=O)(=O)c1ccc(C)c(NC(=O)CN(C)C)c1	7.1%	-3.4%	12.3%	-6.1%	0.2	-19.0%	1.3%	-14.9%	i	7.3%
CC(=O)c1cccc(S(=O)(=O)N2CCCC(c3nc4c(nnn4Cc4ccccc4Cl)c(=O)[nH]3)C2)c1 (stereo not given)	.	-9.9%	22.5%	-0.6%	3.2	-25.2%	-0.1%	-16.0%	i	15.1%
COc1ccc(CNC(=O)/C=C/c2cc3c(cc2Br)OCO3)cc1	-17.7%	1.2%	-2.5%	1.3%	1.3	-31.6%	132.3%	-54.2%	i	-0.4%
CN(C)CCN(C(=O)c1ccc2ccccc2c1)c1nc2c(F)cc(F)cc2s1	-2.8%	-10.6%	1.5%	-1.8%	0.9	-47.8%	-0.8%	-13.5%	i	9.7%
COc1ccc(Cl)cc1NC(=O)c1noc2c1CCCC2	-10.0%	-7.4%	13.2%	-0.8%	0.5	-8.5%	3.9%	14.0%	i	21.3%
O=C(Nc1cc([N+](=O)[O-])ccc1O)c1cccc(NC(=O)c2ccco2)c1	2.0%	-3.6%	16.3%	27.7%	0.4	14.8%	0.1%	-12.1%	i	12.7%
O=C(Nc1ccccc1F)c1ccc(CN2CCc3ccccc3C2)cc1	7.5%	-11.1%	22.5%	3.2%	0.4	0.5%	0.0%	-16.6%	i	0.3%
C=CCn1c(SCC2CCCCO2)nc2sc(CC)cc2c1=O (stereo not given)	-6.1%	-1.3%	13.4%	6.1%	0.3	13.0%	-0.5%	-3.2%	i	2.1%
CCOC(=O)C1=C(N)OC(CCl)=C(C#N)C1c1ccsc1 (stereo not given)	-6.7%	-0.1%	-2.9%	0.4%	3.9	.	0.2%	-24.5%	i	2.7%

Compound activity deposited in PubChem by several laboratories.
